Screening data deposited in PubChem BioAssay by National Center for Advancing Translational Sciences (NCATS).
PI5P4Ka inh – inhibitors of human PI5P4K alpha; max response, %; 330,000 tested, 1.2% active; PI5P4Kalpha enzyme, ADP-Glo luminescence, 60 min; active compounds read low; P48426; active means max response of -50% or lower; inconclusive means between -30% and -50%; inactive means -30% or higher; further: value at the top dose of about 77 µM; on the % scale 0 is the no-effect control and ±100 the full control effect
Target sequence (P48426 whole entry, looked up): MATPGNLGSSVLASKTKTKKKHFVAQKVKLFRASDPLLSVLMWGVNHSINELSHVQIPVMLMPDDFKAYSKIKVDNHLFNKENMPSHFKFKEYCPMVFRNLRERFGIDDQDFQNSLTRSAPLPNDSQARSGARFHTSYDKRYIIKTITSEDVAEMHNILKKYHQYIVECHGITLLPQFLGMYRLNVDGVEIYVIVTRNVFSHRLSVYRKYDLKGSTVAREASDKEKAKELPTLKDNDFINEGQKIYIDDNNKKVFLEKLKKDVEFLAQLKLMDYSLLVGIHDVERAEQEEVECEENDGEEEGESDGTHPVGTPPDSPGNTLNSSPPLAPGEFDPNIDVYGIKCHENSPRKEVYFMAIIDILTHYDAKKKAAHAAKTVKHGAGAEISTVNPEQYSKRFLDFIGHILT
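ADP-Glo luminescence end-point read after a 60 min room-temperature kinase reaction of PI5P4Kalpha plus substrate, initiated with ATP at 5 microM final. Buffer: 0.038 M HEPES pH 7.4, EGTA, 0.1% CHAPS, 5% DMSO.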
EPAC1 agonist – EPAC1 (human) agonism | O95398 | EPAC1 agonist qHTS, biochemical assay; response scale: 100% = response to 6.5 mM cAMP | Potency, µM (highest dose often 154 µM), for the others: top-dose activation, usual class: activators | 360,000 tested, 0.073% active | AID 720707; further: potency means the concentration at half of the fitted maximal effect; nearly all actives have a fitted effect of over 60% in size
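Multi-concentration qHTS readout: loss of Rap1B-bound BODIPY-GDP fluorescence driven by 100 nM EPAC1 with excess GDP (50 uM), monitored kinetically at room temperature; agonist response expressed relative to 6.5 mM cAMP.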
PLK1 PBD block – blocks phosphopeptide binding to human PLK1 polo-box domain; P53350; Plk1 PBD binding of FITC phosphopeptide, fluorescence polarization; Potency, µM, for inactives: max response, negative = inhibition, actives largely listed as inhibitors; 360,000 tested, 2.8% active; further: potency means the concentration at half of the fitted maximal effect; series mostly up to about 57 µM; on the % scale 0 is the no-effect control and ±100 the full control effect; nearly all actives have a fitted effect of over 65% in size
Target sequence (P53350 whole entry, looked up, the tested form may be a part): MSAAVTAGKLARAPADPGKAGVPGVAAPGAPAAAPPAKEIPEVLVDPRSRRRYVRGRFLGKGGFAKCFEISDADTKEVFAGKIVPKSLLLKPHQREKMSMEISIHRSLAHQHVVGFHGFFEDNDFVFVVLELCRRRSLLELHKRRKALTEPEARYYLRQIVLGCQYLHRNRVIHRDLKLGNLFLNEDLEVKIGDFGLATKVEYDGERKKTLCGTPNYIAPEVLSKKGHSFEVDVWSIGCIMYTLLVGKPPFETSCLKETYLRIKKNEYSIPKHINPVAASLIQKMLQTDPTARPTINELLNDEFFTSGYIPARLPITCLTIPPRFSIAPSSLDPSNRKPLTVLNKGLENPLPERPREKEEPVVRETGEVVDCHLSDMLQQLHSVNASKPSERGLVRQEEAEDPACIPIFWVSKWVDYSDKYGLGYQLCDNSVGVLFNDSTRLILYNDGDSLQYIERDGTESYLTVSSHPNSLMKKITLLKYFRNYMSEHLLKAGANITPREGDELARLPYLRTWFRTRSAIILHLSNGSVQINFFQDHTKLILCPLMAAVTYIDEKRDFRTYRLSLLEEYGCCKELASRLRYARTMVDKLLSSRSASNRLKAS
EPAC1 antagonist – EPAC1 (human) antagonism | O95398 | EPAC1 GEF assay, Rap1b-BODIPY-GDP exchange fluorescence | Potency, µM (top dose mostly 115 µM), for the others: at the highest dose activity change, negative = inhibition, actives largely listed as inhibitors | 360,000 tested, 0.14% active | AID 720709;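 further: potency means the concentration at half of the fitted maximal effect; plate controls were vehicle for no effect and positive control for full effect; nearly all actives have a fitted effect of over 50% in size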
EPAC2 agonist – EPAC2 (human) agonism; EPAC2 activation, biochemical qHTS; response scale: 100% = 6.5 mM cAMP response; Potency, µM (doses to about 154 µM), for the others: at the highest dose activation, hits mostly activators; 360,000 tested, 0.079% active; AID 720711; further: potency means the concentration at half of the fitted maximal effect; nearly all actives have a fitted effect of over 50% in size
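Compounds were titrated in qHTS against a Rap1B-BODIPY-GDP (250 nM) complex with EPAC2 (100 nM) and GDP (50 uM). BODIPY-GDP release tracked at 480/540 nm over 30 min at room temperature, normalized to 6.5 mM cAMP.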
CCT chaperon mod – cytosolic chaperonin activity modulation. purified chaperonin ATPase assay, HTRF ADP detection, 30 min. activity change, % (no concentration beside the values), hits read low. 360,000 tested, 0.3% active. AID 651819; in the data active means activity change below about -30%; further: on the % scale 0 is the no-effect control and ±100 the full control effect
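TRiC at 40 or 20 nM final (batch-dependent) in 30 mM Tris pH 7.4, 100 mM KCl, 5 mM MgCl2, 1 mM DTT, with compound at single 76 uM and 10 uM ATP, 30 min at 37 deg C. ADP detected by HTRF Transcreener, 665/615 ratio.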
WRN helicase inh – WRN helicase (human) inhibition | WRN helicase unwinding, fluorescent forked duplex, kinetic | Q14191 | AID 651768 | Potency, µM (doses to about 114 µM), for inactives: top-dose activity change, negative = inhibition, hits mostly inhibitors | 360,000 tested, 0.46% active; further: potency means the concentration at half of the fitted maximal effect; on the % scale 0 is the no-effect control and ±100 the full control effect; nearly all actives have a fitted effect of over 55% in size
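Enzyme (20 nM final) and test compound sit together 15 min at room temperature before substrate addition. Substrate is a single-forked duplex oligonucleotide (100 nM) labelled with fluorophore and quencher, with 2 mM ATP; helicase unwinding raises red fluorescence, read kinetically.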
IL2 activator – activates IL-2 in a cell-based reporter assay; activation, % (series mostly up to about 46 µM); 360,000 tested, 0.065% active; IL-2 activation reporter assay, cell-based qHTS; stimulated with anti-CD3/CD4/CD28 beads; in transgenic mouse T cells; AID 652025; in the data active means activation above about 50%; inconclusive means mostly about 30% to 49%; further: 0% is about no effect
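Quantitative HTS in unstimulated transgenic mouse T cells, with memory T cells as non-tolerant control and PMA/ionomycin as tolerance-bypass control. Compound pretreatment lasted 60 minutes before 18 h bead stimulation; EGFP/DsRed fluorescence read.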
* = called active by the depositor; u = inconclusive; x = no result given; [ ] = dose if it differs, or a comment. Unless noted, the call rests on the fitted dose curve; in most records, active means well fitted curve in the direction sought with a large enough effect; inconclusive means small, poorly fitted or top-dose-only effect, or another doubt; inactive means no such curve, though single readings can be large; an effect the other way counts as inactive or inconclusive.

mol	CCT chaperon mod	EPAC2 agonist	IL2 activator	EPAC1 agonist	PLK1 PBD block	WRN helicase inh	PI5P4Ka inh	EPAC1 antagonist
CC(=O)N1c2ccc(S(=O)(=O)N3CCC(C(=O)N4CCN(c5ccc(Cl)cc5)CC4)CC3)cc2CC1C (centres undefined)	-1.0	7%	4.1	6%	-7%	-4%[57.1 µM]	3	-29%
CCCc1cc(C(=O)Nc2cccc(Cl)c2C)no1	-1.5	10%	-1.4	-2%	-1%	-34%	2	-16%
O=C(Cn1nc(-c2ccco2)ccc1=O)Nc1ccc(Cl)c(Cl)c1	1.7	3%	-4.1	-2%	u	-6%	-19	10%
CCN(CC(=O)Nc1ccc(OC)cc1)C(=O)CSCc1c(C)noc1C	-2.8	1%	-0.4	1%	0%	3%	-2	5%
Cc1cc(C(=O)Nc2ccc(Br)cc2F)n(-c2ccccc2)n1	2.5	7%	-1.2	1%	-6%	-8%	1	-14%
CC(C)(C)c1cc[n+](-c2[nH]c(=O)sc2/C=N/NC([S-])=Nc2ccccc2)cc1	0.0	11%	-0.7	18%	u	-16%	-5	28%
COc1ccc(C(C)(C)C)cc1NC(=O)c1ccc[n+]([O-])c1	0.4	11%	1.1	2%	-7%	1%	0	-11%
CN1c2ccc([N+](=O)[O-])cc2N(C)C1(C)c1ccccc1 (centres undefined)	-1.3	11%	-3.6	8%	-3%	-7%	-7	-18%
CCOc1cccc2sc(N(CCCN(C)C)C(=O)c3ccc(S(=O)(=O)N4CCc5ccccc5C4)cc3)nc12	0.3	-1%	-2.6	-4%	-14%	7%	9	-27%
O=C(CNS(=O)(=O)c1ccc(Br)s1)Nc1ccc2c(c1)OCCO2	1.5	10%	-3.6	4%	-2%	-3%	x	-3%
CCn1nc(C)cc1C(=O)N1CCCC(N(C)CCc2ccc(OC)c(OC)c2)C1 (centres undefined)	-1.2	11%	-0.6	-24%	-14%	-24%	6	7%
O=C(CSc1nnc2scc(-c3ccccc3)n12)Nc1nsc(-c2ccc(Cl)cc2)n1	-2.4	-5%	-0.1	-4%	0%	4%	-11	5%
CC(CS(=O)(=O)c1ccc2c(c1)NC(=O)CS2)C(=O)NCc1ccccc1Cl (centres undefined)	-0.3	-1%	-2.4	8%	u	40µM*	u	-21%
COc1cc(OC)c(C2=NOC(C(=O)O)C2)cc1Cl (centres undefined)	-0.4	12%	-0.5	-7%	-6%	-18%	x	-3%
O=C(NC12CC3CC(CC(C3)C1)C2)C12CC3CC(C1)CC(n1cnc(Cl)n1)(C3)C2	-1.4	-14%	0.1	6%	3%	-4%	-6	-3%
OCC[C@@H]1C[C@H](O)[C@@H](O)[C@@]2(OCc3cc(C(F)(F)F)ccc32)O1	-1.5	3%	-1.2	-7%	3%	3%	-1	9%
CN(CC(=O)Nc1cccc(F)c1)C(=O)CCSc1ccc(F)cc1	1.9	-1%	-5.1	-15%	-11%	-15%	9	-27%
COc1ccc(N2CCN(C(=O)CCc3nnc4ccc(N5CCCC5)nn34)CC2)cc1	-2.9	-3%	0.1	-2%	7%	3%	0	-6%
C=C(C)Cn1c2ccc(NC(=O)CCOCC)cc2c(=O)n1C	-0.9	11%	-0.2	8%	-5%	-2%	-8	-4%
O=C(O)Cn1nnc2ccccc21	-4.4	7%	-0.1	-3%	0%	0%	6	-3%
OCC1(CO)COC(CCc2ccccc2)=N1	-0.6	6%	-0.5	7%	0%	7%	-4	5%
Cc1ccccc1N1C(=O)CC(N(O)c2ccccc2)C1=O (centres undefined)	-0.1	-5%	-0.9	13%	-4%	2%	-4	-5%
CCN(CC)C(=O)C1CCN(C(=O)c2oc3ccc(C)cc3c2C)CC1	0.0	6%	-3.2	-8%	-9%	-27%	-8	21%
O=C1N=C(N2CCCC2)S/C1=C\c1cccc(Br)c1	0.9	1%	0.0	2%	-9%	-8%	6	-1%
Cc1ccc(S(=O)(=O)N2CCN(C(=O)c3sccc3C)CC2)cc1	-2.2	3%	0.3	0%	-27%	7%	3	-16%
Cc1ccc(-c2nc3sc(C#N)c(N)n3c(=O)c2C#N)cc1	0.2	25%	18	-6%	28%	u	u	3%
Cn1c(=O)c(C(=O)COC(=O)c2cc(C3CC3)nc3ccccc23)c(N)n(Cc2ccccc2)c1=O	0.4	0%	-0.7	6%	-3%	-2%	2	0%
CCC(=NNc1ccc([N+](=O)[O-])cc1[N+](=O)[O-])c1ccccc1	-2.7	1%	0.1	-9%	-1%	8%[57.1 µM]	6	-16%
CC(=O)Oc1ccc(-c2ccc(C(=O)NCCc3ccc(S(N)(=O)=O)cc3)cc2)cc1	0.6	21%	1.2	3%	-21%	7%	-14	0%
COc1cc(OC)nc(NC(=O)CCl)n1	2.0	-3%	-2.0	3%	-3%	-7%	8	-5%
COc1ccc(-c2nn(-c3ccccc3)cc2C(=O)N(C)CC(=O)Nc2ccccc2Br)cc1	-3.1	12%	0.1	12%	-7%	-6%	-6	-3%
CCCC1(CCC)NC(=O)NC1=O	-2.7	-41%[inhibitor][15.6 µM]	0.3	-5%	-2%	11%	-4	-5%
O=C(COC(=O)CN1C(=O)c2ccccc2C1=O)Nc1cccc(F)c1	-0.9	7%	1.9	-3%	-8%	10%	-1	14%
O=C1CC(C(=O)NCCc2ccccc2)SC(=Nc2ccccc2)N1 (centres undefined)	-1.2	0%	0.0	4%	-6%	-32%	2	-20%
O=C(c1cccc(N2C(=O)C3C4C=CC(C4)C3C2=O)c1)N1CCN(c2ccccc2)CC1 (centres undefined)	1.2	0%	0.7	9%	-6%	-4%	-2	-5%
COc1ccc(C(C)(NC(C)=O)c2nc(-c3ccncc3)cs2)cc1 (centres undefined)	-0.4	11%	1.1	0%	-1%	-5%	-1	-3%
NC(=O)C1CCN(CC(=O)N2c3ccccc3CCc3ccccc32)CC1	0.2	5%	0.8	5%	-12%	7%	2	-8%
NC(=O)C1CCCN(CC(=O)N2CCN(c3ccccc3)CC2)C1 (centres undefined)	-0.9	9%	-1.3	-7%	-2%	-2%	-1	1%
Cc1ccc(/C=C(\C#N)C(=O)NC(C)C)o1	-1.1	2%	0.0	6%	-4%	6%	-4	12%
CCN1C(=O)CC(NNC(=O)c2ccc(Cl)cc2)C1=O (centres undefined)	-0.9	5%	0.0	6%	-2%	11%	-1	2%
O=C(Nc1ccc(Cl)cc1F)C1CC1	-2.0	0%	-0.5	0%	-6%	3%	-2	8%
CC(CN1CCCC1)OC(=O)COc1ccccc1 (centres undefined)	-6.1	7%	3.1	-4%	-5%	3%	2	-12%
O=C(N/N=C/c1ccccn1)NC12CC3CC(CC(C3)C1)C2	-2.0	3%	0.6	-7%	-11%	0%	-4	-2%
Cc1ccc(Cl)cc1NC(=O)C1CCCN1S(=O)(=O)c1ccc(-c2ccc(=O)[nH]n2)s1 (centres undefined)	-1.3	11%	-2.8	-2%	-15%	-11%	-18	-2%
O=C(CCl)Nc1ccc(Oc2cnc3ccccc3n2)cc1	-2.6	6%	-4.0	7%	-8%	3%	x	-3%
C[C@H](NC(N)=O)C(=O)OCC(=O)NCc1cccs1	-4.3	13%	1.3	6%	-11%	3%	1	4%
N#Cc1c(NC(=O)c2ccc(-c3ccccc3[N+](=O)[O-])o2)sc2c1CCCC2	-1.3	12%	-1.4	13%	-17%	-11%	6	-20%
COc1cccc(C(=O)N2CCC[C@H]2C(=O)N2CCC[C@H]2C(=O)NCc2ccc(F)cc2F)c1	1.4	10%	0.1	13%	-12%	7%	-2	-8%
Cc1ccc(S(=O)(=O)N(C)C)cc1NC(=O)COC(=O)/C=C/c1cnc2ccccc2n1	1.2	2%	-0.4	-4%	-7%	4%	1	11%
FC(F)(F)c1cccc(Oc2ccc3c(C(F)(F)F)cc(C(F)(F)F)nc3n2)c1	-1.6	-3%	-2.1	-14%	-1%	10%	1	2%

Other structures follow:
mol	CCT chaperon mod	EPAC2 agonist	IL2 activator	EPAC1 agonist	PLK1 PBD block	WRN helicase inh	PI5P4Ka inh	EPAC1 antagonist
CCCCCCOc1ccc(C(CC(=O)O)C(N)=O)cc1 (centres undefined)	-0.2	-2%	0.2	0%	-10%	-10%	-3	7%
CCn1cc(Cl)c(C(=O)N2N=C(c3ccc4ccccc4c3)CC2c2ccccc2O)n1 (centres undefined)	0.5	-3%	-0.2	12%	-1%	-26%	-6	8%
CCOc1ccc2[nH]c3ncccc3c(=O)c2c1	-0.1	7%	-0.6	4%	-13%	-7%	0	-31%
Cc1cccn2cc(-c3cccc(NC(=O)c4cccs4)c3)nc12	-0.3	14%	-4.2	15%	-13%	-9%	1	u
O=C(N/N=C/c1cccnc1)c1cc(O)c(O)c(O)c1	0.0	5%	-0.2	3%	u	u	-22	u
CCOC(=O)C(NCc1ccccc1)(NC(=O)c1ccccc1)C(F)(F)F (centres undefined)	0.1	-4%	0.2	8%	-6%	23%	0	7%
COc1ccc(NC(=O)COc2cccc(-n3cnnn3)c2)cc1	-1.8	7%	-0.2	3%	-5%	-28%	-21	-18%
COc1ccc(N2CCN(C(=O)CN3C(=O)C4CC=CCC4C3=O)CC2)cc1 (centres undefined)	-1.9	-2%	0.0	-1%	-12%	-2%	-2	5%
O=C(Cc1ccc(NC(=O)C2CCCN(C(=O)C3CCCC3)C2)cc1)Nc1ccc(C(=O)N2CCOCC2)cc1 (centres undefined)	-2.2	7%	0.6	0%	-18%	2%	-3	-10%
O=C(NNC(=O)c1cccc2ccccc12)c1ccc(Cl)c(Cl)c1	1.8	-2%	0.5	-4%	7%	1%	0	5%
Cc1cccc(NC(=O)c2cccc3c2C(=O)c2ccccc2-3)c1	1.1	-6%	0.0	-4%	1%	-1%	26	-8%

Copied from the list.
EPAC1 agonist, `Cc1cccc(NC(=O)c2cccc3c2C(=O)c2ccccc2-3)c1` : -4%
CCT chaperon mod, `O=C(Cc1ccc(NC(=O)C2CCCN(C(=O)C3CCCC3)C2)cc1)Nc1ccc(C(=O)N2CCOCC2)cc1` (centres undefined) : -2.2

Only part of the results is shown (hit frequency here may not be typical).
